Screening data as filed in PubChem.
GRIN3A LBD mod – binders of NR3A ligand-binding domain, primary screen, biophysical, differential scanning fluorimetry, uHTS. Glutamate receptor ionotropic, NMDA 3A (GRIN3A) ligand-binding domain. NR3A LBD differential scanning fluorimetry, Tm shift; 0% = protein alone, 100% = glycine-bound protein. Tm shift relative to glycine control, % at 25 µM. 2.5% of 340,000 active. AID 1259313, 2017;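 active means melting temperature shift of at least 10% of the positive control shift, at one fixed dose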
HKDC1 inhibitor – HKDC1 hexokinase inhibitors, primary screen, biochemical, fluorescence, uHTS; Q2TB90; recombinant HKDC1, G6PDH/diaphorase resazurin coupled fluorescence; inhibition, % at 20 µM; 0.16% of 340,000 active; AID 493160, 2011;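 active means inhibition above about 35% when tested at 20 µM, limit read from the data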;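 further: plate controls were DMSO wells with enzyme for no effect and DMSO wells lacking enzyme for full effect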
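Assay system: recombinant HKDC1 hexokinase; detection: coupled resazurin fluorescence, excitation 525 nm, emission 613 nm; benchmarks: DMSO-plus-enzyme-mix negative control, buffer-substituted positive control; compound dosing: single 20 µM dose; schedule: 90 min at room temperature in dark; also added: glucose plus 1 mM ATP as hexokinase substrates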
SENP8 inh – human SENP8 protease inhibitors, primary screen, biochemical, fluorescence, Nedd8 protein substrate, uHTS. Sentrin-specific protease 8 (Homo sapiens), Q96LD8. recombinant SENP8. AID 602440, 2012. inhibition, % at 20 µM. 0.64% of 360,000 active; in the data active means inhibition mostly above about 40%, no sharp cut-off; inactive means mostly below about 27%
Target sequence (Q96LD8 whole entry, looked up): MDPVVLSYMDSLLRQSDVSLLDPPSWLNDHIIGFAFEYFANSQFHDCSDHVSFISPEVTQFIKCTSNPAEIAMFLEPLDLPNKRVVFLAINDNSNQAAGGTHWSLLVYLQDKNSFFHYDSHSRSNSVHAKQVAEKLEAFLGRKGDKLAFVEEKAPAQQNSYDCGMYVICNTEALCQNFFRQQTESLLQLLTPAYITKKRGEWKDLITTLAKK
MPTP block – mitochondrial permeability transition pore inhibitors, primary screen, biochemical, isolated mouse mitochondria, absorbance; inhibition, % at 10 µM; Ca2+ swelling absorbance, 30 min; 1.4% of 360,000 active;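 active means inhibition of 50% or more, scaled per plate between neutral and stimulator controls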;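 further: 0% = DMSO wells given calcium and 100% = 1 mM EGTA wells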
SENP7 block – SENP7 protease inhibitors, primary screen, biochemical, luminescence, uHTS; Sentrin-specific protease 7 (Homo sapiens), Q9BQF6; recombinant SENP7, Z-RLRGG-aminoluciferin luminescence, 40 min; inhibition, % at 5 µM; 1.5% of 330,000 active; AID 434973, 2010;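 active means inhibition above about 50% at the single test dose, limit read from the data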;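 further: plate controls were DMSO with enzyme for no effect and no enzyme buffer wells for full effect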
Target sequence (Q9BQF6 706-1050 limits assumed): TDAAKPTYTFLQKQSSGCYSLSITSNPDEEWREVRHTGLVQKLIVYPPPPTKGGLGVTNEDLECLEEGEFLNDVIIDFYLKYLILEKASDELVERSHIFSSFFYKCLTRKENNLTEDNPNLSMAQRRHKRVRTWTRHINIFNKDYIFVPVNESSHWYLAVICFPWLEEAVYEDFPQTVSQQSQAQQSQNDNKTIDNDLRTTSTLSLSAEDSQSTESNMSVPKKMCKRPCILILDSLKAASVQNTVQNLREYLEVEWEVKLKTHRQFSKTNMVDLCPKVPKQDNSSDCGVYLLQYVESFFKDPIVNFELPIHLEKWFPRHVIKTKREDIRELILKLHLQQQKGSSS
ATG4B inh – ATG4B protease inhibitors, primary screen, biochemical, fluorescence, uHTS; Cysteine protease ATG4B (Homo sapiens), Q9Y4P1; ATG4B cleavage of LC3-PLA2, NBD-HPC fluorescence, 1 h; inhibition, % at 8.33 µM; 0.51% of 340,000 active; AID 504462, 2011; in the data active means inhibition above about 40%
SENP6 inh – SENP6 protease inhibitors, primary screen, biochemical, luminescence, uHTS; Recombinant SENP6 catalytic domain, aminoluciferin luminescence; inhibition, % at 10 µM; 1.8% of 330,000 active;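 active means inhibition above about 50% at the single tested dose, limit read from the data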;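 further: plate controls were DMSO wells with enzyme for no effect and DMSO wells lacking enzyme for full effect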
Target sequence (Q9GZR1 628-1112 limits assumed): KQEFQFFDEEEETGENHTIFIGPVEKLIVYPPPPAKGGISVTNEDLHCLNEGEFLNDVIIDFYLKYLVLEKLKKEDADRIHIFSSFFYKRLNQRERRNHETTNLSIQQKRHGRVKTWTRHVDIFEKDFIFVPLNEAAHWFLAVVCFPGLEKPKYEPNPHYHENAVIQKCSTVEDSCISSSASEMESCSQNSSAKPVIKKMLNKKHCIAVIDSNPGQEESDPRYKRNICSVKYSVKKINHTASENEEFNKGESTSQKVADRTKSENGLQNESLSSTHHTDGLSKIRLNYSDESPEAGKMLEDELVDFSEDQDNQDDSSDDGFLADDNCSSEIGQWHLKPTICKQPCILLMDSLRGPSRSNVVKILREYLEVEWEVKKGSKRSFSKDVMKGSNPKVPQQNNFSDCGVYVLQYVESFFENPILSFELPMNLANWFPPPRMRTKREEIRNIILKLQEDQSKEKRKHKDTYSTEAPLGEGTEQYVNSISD
PfGluPho inh – PfG6PD enzyme inhibitors, primary screen, biochemical, fluorescence intensity, uHTS; inhibition, % at 20 µM; AID 504690, 2011; PfGluPho enzyme, NADPH resazurin-diaphorase fluorescence; glucose-6-phosphate dehydrogenase-6-phosphogluconolactonase (Plasmodium falciparum 3D7); 0.78% of 350,000 active;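 active means inhibition reaching at least a set limit at 20 µM in the primary screen, cut at about 59% in these data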;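 further: 0% = DMSO wells with substrate and 100% = DMSO wells lacking glucose-6-phosphate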
Active calls of the source: *; x = no result given. Rows were taken by chance; 6.9% or so of the library scored in one or more.

Sample of the layout, four compounds:
Every second line gives: SENP8 inh, SENP6 inh, ATG4B inh, HKDC1 inhibitor, MPTP block, SENP7 block, PfGluPho inh, GRIN3A LBD mod
- CC(C)(C)NC(=O)CN(C(=O)C(=O)Nc1ccc2c(c1)OCCO2)C(C)(C)C
  1.0, -0.3, 3.2, -10.7, -1.1, -4.5, -10.1, -0.6
- Cc1ccc2onc(CC(=O)O)c2c1
  5.0, -2.1, -3.6, -2.5, -2.3, -2.9, -3.7, -1.0
- Cc1ccc(S(=O)(=O)N2CCOCC2)cc1C(=O)N1CCCC1
  11.0, -12.1, -7.4, -5.8, 0.5, -1.7, 1.8, -3.0
- c1ccc(-c2nnc(C3CC(c4ccncc4)=NO3)o2)cc1 (stereo not drawn)
  2.9, 4.5, 3.6, 1.3, -1.8, 0.0, -3.0, 1.9

This part in full, previewed entries included:
Every second line gives: SENP8 inh, SENP6 inh, ATG4B inh, HKDC1 inhibitor, MPTP block, SENP7 block, PfGluPho inh, GRIN3A LBD mod
- CC(C)(C)NC(=O)CN(C(=O)C(=O)Nc1ccc2c(c1)OCCO2)C(C)(C)C
  1.0, -0.3, 3.2, -10.7, -1.1, -4.5, -10.1, -0.6
- Cc1ccc2onc(CC(=O)O)c2c1
  5.0, -2.1, -3.6, -2.5, -2.3, -2.9, -3.7, -1.0
- Cc1ccc(S(=O)(=O)N2CCOCC2)cc1C(=O)N1CCCC1
  11.0, -12.1, -7.4, -5.8, 0.5, -1.7, 1.8, -3.0
- c1ccc(-c2nnc(C3CC(c4ccncc4)=NO3)o2)cc1 (stereo not drawn)
  2.9, 4.5, 3.6, 1.3, -1.8, 0.0, -3.0, 1.9
- C=CCn1c2ccccc2c2nnc(SC(CC)C(=O)Nc3nc(C)c(C(=O)OCC)s3)nc21 (stereo not drawn)
  24.5, -3.7, -6.7, -1.3, 24.7, 1.9, -0.8, -2.8
- COc1ccccc1NC(=O)CC(NC1CCCCC1)C(=O)O (stereo not drawn)
  20.8, -13.5, -7.8, -3.7, 0.3, -3.1, -3.2, 0.9
- CC(C)CCNC(=O)C(c1cccnc1)N(Cc1ccccc1)C(=O)Cn1nnc2ccccc21 (stereo not drawn)
  26.7, -11.8, -9.3, -7.7, -0.2, -11.0, 6.0, 0.2
- O=C(COc1ccc(F)cc1)NNC(=O)c1cc2ccccc2oc1=O
  -31.7, 5.2, -1.4, -4.5, 0.4, 10.1, -0.9, 2.8
- Cc1c(-n2c(SCC(=O)N(C)C3CCS(=O)(=O)C3)nc3ccccc3c2=O)c(=O)n(-c2ccccc2)n1C (stereo not drawn)
  -4.2, -3.7, -2.5, 4.1, -0.4, -0.7, 4.3, 2.7
- Cc1cc(C)c(S(=O)(=O)N2CCCC2=O)cc1N(C)S(C)(=O)=O
  6.6, 4.5, -3.1, -5.6, -0.3, 1.4, 9.9, -3.7
- CC(=O)NC(CCS(C)(=O)=O)C(=O)Nc1cc(C)on1 (stereo not drawn)
  7.7, -20.6, -1.1, 1.2, -0.2, -3.3, -15.1, 0.2
- Cc1cc(C(=O)C(=O)N(C)C)c(C)n1-c1ccc(Cl)c(Cl)c1
  0.4, -7.6, -7.0, -8.1, -0.5, 2.9, -2.0, -0.3
- Cc1[nH]c2ccccc2c1CCNC(=O)c1ccc2nccnc2c1
  16.9, -32.0, -4.5, -6.4, 0.9, -10.1, -10.8, -0.2
- O=C(NCCC1CCCCN1S(=O)(=O)c1ccccc1)C(=O)NCc1ccco1 (stereo not drawn)
  23.8, -7.5, -12.0, -2.4, 0.0, -2.7, -0.9, -1.8
- CCC(=O)N1c2ccc(C)cc2C2=NNC(=S)NC21O (stereo not drawn)
  37.5, 0.5, -3.4, -2.3, 0.8, 1.3, 11.3, -8.4

Next section.
Every second line gives: SENP8 inh, SENP6 inh, ATG4B inh, HKDC1 inhibitor, MPTP block, SENP7 block, PfGluPho inh, GRIN3A LBD mod
- COc1ccc(N(CC(=O)NCc2cccc(OC)c2)S(=O)(=O)c2c(C)noc2C)cc1
  9.4, 2.5, -1.1, -1.6, 7.3, 2.3, -13.3, 0.4
- COCCn1c(-c2cccs2)csc1=Nc1cccnc1
  -13.0, 14.0, -2.5, 7.1, 0.3, 1.8, 51.1, -1.4
- CCOC(=O)Cc1cc(=O)n2[nH]c(C)c(C#N)c2n1
  -5.5, 3.2, -8.1, -1.7, 1.2, -6.4, -18.0, 1.3
- CCSc1ncc(/C=N/Nc2ccc(F)cc2)n1C
  -5.0, -14.7, -7.5, -5.3, 0.1, 13.0, 22.3, -1.5
- Cc1ccc(NC(=O)c2ocnc2C)cc1Cl
  14.3, 81.2*, -4.6, 18.3, -0.3, 83.3*, 6.1, 1.7
- COc1ccc(C)cc1NC(=O)C(Sc1nnc2ccccn12)c1ccccc1 (stereo not drawn)
  -6.6, -5.4, -24.7, -4.3, -9.9, -9.0, -3.3, 14.8*
- c1coc(C2Nc3ccccc3-c3nc4ccccc4n32)c1 (stereo not drawn)
  -294.4, 24.8, -10.9, 13.0, 24.0, 8.2, 19.6, -1.6
- CN(C)c1nc(SCC(=O)Nc2ccccc2)nc(N2CCOCC2)n1
  21.2, -4.4, -4.0, 6.2, -1.7, 3.5, 3.2, -0.4
- CCOC(=O)c1ccc(NC(=O)CSc2nnc(C3CC3)n2C)cc1
  16.4, -15.8, -5.7, -6.6, -3.5, -1.8, -10.6, 3.5
- COC(=O)CC1C(=O)NCCN1C(=S)Nc1cc(C)cc(C)c1 (stereo not drawn)
  9.9, 4.8, -3.1, -8.5, 0.8, 5.8, 5.4, -1.8
- Cc1c[n+](CC(=O)c2ccccc2)c(C)cn1
  -66.2, -10.5, -2.0, -1.6, -0.8, -7.4, 12.9, -1.2
- CCOC(=O)c1ccc(NCc2ccc(N(C)C)cc2)cc1
  1.4, 4.3, 8.3, -8.7, 2.6, -5.4, 11.7, 2.6
- CN(c1ccc(C(=O)NCC2CCCO2)cc1)S(=O)(=O)c1ccccc1 (stereo not drawn)
  23.4, -8.3, -2.5, -4.7, -1.3, 0.4, -8.7, 1.7
- COc1ccc(/C=C/C(=O)OCC(=O)Nc2ccc(C)cc2)cc1S(=O)(=O)N1CCOCC1
  12.2, -8.9, -3.4, 0.1, 0.2, -2.2, 0.5, 5.0
- Cc1ccc(NC(=O)c2nsc(Cl)c2Cl)cc1
  7.0, 53.6*, -3.9, 2.3, 3.9, 61.8*, 0.2, -3.3

Continuation.
Every second line gives: SENP8 inh, SENP6 inh, ATG4B inh, HKDC1 inhibitor, MPTP block, SENP7 block, PfGluPho inh, GRIN3A LBD mod
- CC(Sc1nncs1)C(=O)Nc1ccc2c(c1)OCCO2 (stereo not drawn)
  7.3, -4.4, 2.3, 2.1, -0.3, 3.2, -4.3, 0.6
- Oc1ccccc1/C=N/NC(=S)NCCc1ccccc1
  -100.2, x, -9.7, -29.3, 2.2, x, 4.9, 27.7*
- N#Cc1ccccc1S(=O)(=O)N1CCNS(=O)(=O)c2ccccc21
  1.4, x, -4.8, 4.4, -0.1, 4.5, -0.8, 0.9
- O=C(NC(Cc1ccccc1)C(=O)N1CCc2ccccc2C1)c1ccccc1 (stereo not drawn)
  -4.9, 2.3, -5.9, -2.1, 2.5, -12.1, 27.1, -2.0
- COC(=O)c1c(C)nn(-c2ccc(F)c(Cl)c2)c1-c1cc(C)on1
  12.1, -9.0, -4.5, -4.4, 1.4, 9.3, -1.5, -1.5
- CCc1c(C)nc(N2CCN(c3ccc(F)cc3)CC2)[nH]c1=O
  3.5, 15.9, -7.9, -2.4, -0.1, -10.5, -8.0, -0.9
- Cn1nnc2cc(C(=O)N3CCSCC3)ccc21
  16.9, -2.4, -3.6, 0.3, -0.4, 6.6, 2.0, -0.1
- CCCCCn1c(=O)[nH]c2cc(C(=O)NCCN3C(C)CCCC3C)ccc2c1=O (stereo not drawn)
  -232.1, -14.0, 7.7, 1.2, 0.2, 1.2, -17.1, -7.6
- O=C1CCCc2c1nc(-c1ccc([N+](=O)[O-])cc1)n2O
  14.9, -2.2, 0.3, -0.8, 1.5, 7.4, -8.4, 0.9
- Cc1ccc(/C=N/NC(=O)CSc2nnc(-c3ccc(Cl)cc3)n2-c2ccccc2)o1
  25.9, -11.5, -27.4, 11.6, 1.1, -12.4, -2.8, -0.1
- CCC(C)NC(=O)Nc1ccc(C)cc1C (stereo not drawn)
  5.3, -25.9, -8.8, -7.7, 0.9, -4.4, 3.5, 0.3
- COc1ccc(CC(=O)n2[nH]c(=O)c3ccccc3c2=O)cc1OC
  3.2, 6.0, 8.7, -3.9, 3.5, -1.6, -9.4, 1.1
- O=C(/C=C/NCc1cccnc1)c1ccc(Br)cc1
  -17.3, 0.6, 10.9, -0.6, 1.4, -0.9, -3.5, -0.8
- O=C(CCc1nc2ccccc2c(=O)[nH]1)OCC(=O)N1CCc2ccccc21
  0.4, -12.3, -10.0, -1.4, -1.4, 8.0, 11.6, -2.1
- C=CCn1c(C)cc(C(=O)Cn2c(C(C)O)nc3ccccc32)c1C (stereo not drawn)
  10.0, -11.1, 1.2, 5.4, -1.0, -13.8, 0.2, -0.9

Further results.
Every second line gives: SENP8 inh, SENP6 inh, ATG4B inh, HKDC1 inhibitor, MPTP block, SENP7 block, PfGluPho inh, GRIN3A LBD mod
- CCOC(=O)c1c(C)[nH]c(C2=NNC(=Nc3ccc(OCC)cc3)SC2)c1C
  -121.8, x, -8.0, -136.6, 2.6, x, 20.5, -1.0
- CC1(C)CC(NCc2ccncc2)CC(C)(C)N1
  24.2, -8.0, 7.5, -7.8, -0.5, 3.8, -1.1, 0.8
- CCN1CCCC1CN(Cc1cc2cc(OC)ccc2[nH]c1=O)C(=O)NCc1ccccc1 (stereo not drawn)
  -459.6, -13.0, -5.8, -5.5, -3.7, 1.8, 3.3, 0.1
- Cc1ccccc1-n1nc(C(=O)O)c(C)c(C#N)c1=O
  -60.0, -1.4, -8.3, 3.0, 3.2, 7.0, -7.7, 3.3
- Cc1nn(-c2nccs2)c2c1C(=O)CC(C)(C)C2Br (stereo not drawn)
  1.6, x, 0.1, -5.3, -0.3, x, 0.9, 1.6

Profiles as entered above.
Shown for COc1ccccc1NC(=O)CC(NC1CCCCC1)C(=O)O (stereo not drawn) → SENP8 inh = 20.8; SENP6 inh = -13.5; ATG4B inh = -7.8; HKDC1 inhibitor = -3.7; MPTP block = 0.3; SENP7 block = -3.1; PfGluPho inh = -3.2; GRIN3A LBD mod = 0.9
Shown for O=C1CCCc2c1nc(-c1ccc([N+](=O)[O-])cc1)n2O → SENP8 inh = 14.9; SENP6 inh = -2.2; ATG4B inh = 0.3; HKDC1 inhibitor = -0.8; MPTP block = 1.5; SENP7 block = 7.4; PfGluPho inh = -8.4; GRIN3A LBD mod = 0.9
Shown for CCOC(=O)c1ccc(NC(=O)CSc2nnc(C3CC3)n2C)cc1 → SENP8 inh = 16.4; SENP6 inh = -15.8; ATG4B inh = -5.7; HKDC1 inhibitor = -6.6; MPTP block = -3.5; SENP7 block = -1.8; PfGluPho inh = -10.6; GRIN3A LBD mod = 3.5
